SW480 rereplic: A quantitative high throughput screen for small molecules that induce DNA re-replication in SW480 colon adenocarcinoma cells; AID 624297, 2012; Potency, µM (top dose mostly 46.1 µM), for the others: top-dose re-replication activation, hits mostly activators; 340,000 compounds, 1.8% hits; SW480 DNA re-replication, Hoechst DNA content imaging, 48 h; note: % of control where 0% means no effect; nearly all actives have a fitted effect of over 55% in size
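Readout is total intensity of Hoechst-stained nuclei, excited at 405 nm and collected at 500-530 nm. Compound treatment lasted 48 hr at 37 C in 5% CO2 before staining.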
GLP-1R inv ag: qHTS of GLP-1 Receptor Inverse Agonists (Inhibition Mode); Potency, µM (top dose mostly 38.3 µM), for the others: at the top dose activity change, negative = inhibition, usual class: inhibitors; HEK293 GLP-1R CRE-luciferase, luminescence, 24 h; GLP-1R form is constitutively active; AID 624417, 2012; 410,000 compounds, 1.6% hits; note: % is set by controls: 0 for no effect and ±100 for the full control effect; nearly all actives have a fitted effect of over 55% in size
Target sequence (P43220 whole entry, looked up): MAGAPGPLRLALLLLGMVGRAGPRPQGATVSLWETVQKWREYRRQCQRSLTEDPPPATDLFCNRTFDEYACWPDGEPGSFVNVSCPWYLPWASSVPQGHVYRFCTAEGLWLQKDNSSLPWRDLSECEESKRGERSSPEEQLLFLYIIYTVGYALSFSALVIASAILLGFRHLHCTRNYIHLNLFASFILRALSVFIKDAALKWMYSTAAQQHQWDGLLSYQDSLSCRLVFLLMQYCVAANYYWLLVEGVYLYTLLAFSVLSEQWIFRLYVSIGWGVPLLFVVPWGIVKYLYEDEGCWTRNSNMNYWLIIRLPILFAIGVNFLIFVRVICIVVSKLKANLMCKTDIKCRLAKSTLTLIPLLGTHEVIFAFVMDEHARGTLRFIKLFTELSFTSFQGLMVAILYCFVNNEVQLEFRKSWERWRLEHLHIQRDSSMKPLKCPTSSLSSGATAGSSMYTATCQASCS
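Stable HEK293 clone (constitutively active GLP-1R + cAMP-response luciferase); 200 cells/uL plated, 12 h pre-culture, compound 24 hr, 37 deg C/5% CO2; detection reagent 12 min RT; luminescence.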
TDP43 rescue: qHTS of TDP-43 Inhibitors. 410,000 compounds, 1.8% hits. Potency, µM (series often up to 46.1 µM), for inactives: at the highest dose growth rescue (activation), actives largely listed as activators. TDP-43 expressing yeast growth rescue, BacTiter-Glo, 24 h; note: % of control where 0% means no effect; nearly all actives have a fitted effect of over 50% in size
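Readout is BacTiter-Glo luminescence of cell growth, so inhibitors register as activators. TDP-43-expressing yeast at OD600=0.02 in galactose medium, after raffinose pregrowth to mid-log, were incubated with compound for 24 hr at 30 deg C.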
GLP1R ag: qHTS of GLP-1 Receptor Agonists; 380,000 compounds, 0.007% hits; HEK293 GLP-1R CRE-luciferase, luminescence, 4-6 h; cells express a hypersensitive GLP-1R form; AID 624172, 2012; Potency, µM (series often up to 45.6 µM), without a hit: at the top dose activation, hits mostly activators; note: % of control where 0% means no effect
KB-3-1 tox: qHTS assay for MDR1-selective chemotherapeutics: Primary screen using the parental adenocarcinoma cell KB-3-1. KB-3-1 viability, CellTiter-Glo ATP luminescence, 72 h. Potency, µM (top dose mostly 46.1 µM), for the others: at the highest dose activity change, negative = cytotoxic, most hits filed as cytotoxic. 400,000 compounds, 1.4% hits. AID 1347075, 2019; note: % is set by controls: 0 for no effect and ±100 for the full control effect; nearly all actives have a fitted effect of over 60% in size
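Screening of KB-3-1 cells (DMEM, 10% FBS, phenol-red free) ran from lowest to highest compound concentration; after 72 h at 37 °C viability was read luminescently and curves fitted.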
KB-V1 cytotox: qHTS assay for MDR1-selective chemotherapeutics: Primary screen using the drug-selected MDR subline cells KB-V1; KB-V1 MDR cells viability, CellTiter-Glo, 72 h; Potency, µM (doses to about 46.1 µM), without a hit: at the highest dose activity change, negative = cytotoxicity, hits mostly cytotoxic; 400,000 compounds, 3.4% hits; AID 1347076, 2019; note: % is set by controls: 0 for no effect and ±100 for the full control effect; nearly all actives have a fitted effect of over 60% in size
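Following 72 h at 37 degrees C with compound, KB-V1 cell viability was read by CellTiter-Glo luminescence, medium being phenol-red-free DMEM plus 10% FBS; concentration-response parameters came from normalized, curve-fitted qHTS data.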
GLP1R cytotox: qHTS of GLP-1 Receptor Inverse Agonists: Cytotox Screen; HEK293 cAMP-luciferase reporter cells, luminescence, 24 h; Potency, µM (highest dose often 38.3 µM), for inactives: at the top dose activity change, negative = inhibition, hits mostly inhibitors; 410,000 compounds, 0.13% hits;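 note: loss of luciferase light is scored as toxicity; % is set by controls: 0 for no effect and ±100 for the full control effect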
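A 23 nL compound transfer followed 12 hours of cell culture at 37 deg C; exposure then lasted 24 hr. Luciferase assay detection reagent was dispensed and plates read for luminescence after a 12 min room-temperature wait.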
HT1080 IDH1KD tx: qHTS for induction of synthetic lethality in tumor cells producing 2HG: qHTS for the HT-1080-IDH1KD cell line | 360,000 compounds, 2% hits | Potency, µM (titrated, usually from 46.1 µM), inactives show at the highest dose activity, negative = toxicity, most hits filed as cytotoxic | HT-1080 IDH1 knockdown viability, ATP luminescence, 48 h;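 note: 0% = DMSO wells and -100% = cell-free medium wells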
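% activity derives from luminescence (CellTiter-Glo), normalised to DMSO and no-cell wells. HT-1080-IDH1KD cells, 750/well, had 48 h compound exposure at 37 °C.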
HT1080NT lethal: qHTS for induction of synthetic lethality in tumor cells producing 2HG: qHTS for the HT-1080-NT fibrosarcoma cell line. Potency, µM (series often up to 46.1 µM), for the others: top-dose activity, negative = less viability, hits mostly cytotoxic. HT-1080-NT fibrosarcoma viability, CellTiter-Glo ATP luminescence, 48 h. 360,000 compounds, 1.6% hits. AID 686970, 2013;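 note: NT is the 2HG producing partner of a matched IDH1 knockdown line; 0% = DMSO-treated cells and -100% = media-only wells without cells; nearly all actives have a fitted effect of over 55% in size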
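HT-1080-NT fibrosarcoma cells (2HG-overproducing), 750 cells/well in RPMI with 5% FBS, dosed after 2 h and incubated 48 h at 37C. CellTiter-Glo luminescence normalized to DMSO and no-cell wells; concentration-response curves fitted and classed.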
* marks the source's active call; other numbers are inactive results; ? = inconclusive; / = not tested or not shown; & = joins results of further samples; [ ] = another dose, or the depositor's remark. Calls come from the whole dose curve; as a rule, active = well fitted curve in the direction sought with a large enough effect; inconclusive = small, poorly fitted or top-dose-only effect, or another doubt; inactive = no such curve, though single readings can be large; an effect the other way counts as inactive or inconclusive. Potency is the fitted concentration of half-maximal effect.

SMILES	SW480 rereplic	GLP-1R inv ag	TDP43 rescue	GLP1R ag	KB-3-1 tox	KB-V1 cytotox	GLP1R cytotox	HT1080 IDH1KD tx	HT1080NT lethal
CCc1nc2ccc(C(=O)N3CCN(c4ccc([N+](=O)[O-])cc4)CC3)cc2nc1CC	-25%	?	?	23%	?	?	-12%	-9%	?
COc1ccc(OC(C)C(=O)Nc2ccc(F)cc2F)cc1 (stereo not given)	-6%	-16%	8%	0%	-4%	-9%	2%	20%	3%
Cc1ccc(-c2ccc(=O)n(Cc3c(F)cccc3Cl)n2)cc1	1%	?	7%	26%	-4%	-11%	-4%	-8%	-12%
O=S(=O)(NC(=NCc1ccccc1)c1ccccc1)c1ccccc1	-6%	-15%	-1%	5%	17%	?	1%	-7%	-1%
Cn1c2ccccc2c2cc(/C=N/NC(=O)c3ccccc3F)ccc21	?	-13%	0%	-3%	-15%	-1%	26%	18µM*	?
CC1Cc2cc(S(=O)(=O)NCCc3ccccc3)ccc2N1C(=O)C1CC1 (stereo not given)	8%	-10%	30%	11%	3%	-4%	1%	-13%	-2%
CC(C)(CNC(=O)CCC1CCCC1)CNC(=O)CCC1CCCC1	-1%	?	28%	6%	-14%	?	-1%	2%	-1%
CCOC(=O)N1CCC(n2c(SCC(=O)N3CCCC3)nc3ccccc3c2=O)CC1	-2%	-1%	8%	-1%	3%	-23%	-8%	-9%	-1%
CC(C(=O)c1c[nH]c(C(N)=O)c1)c1ncc(C(F)(F)F)cc1Cl (stereo not given)	-4%	19%	10%	0%	-1%	1%	-4%	0%	-16%
COc1cc(CCC(=O)OCC(=O)Nc2c(C)cc(C)cc2C)cc(OC)c1OC	2%	5%	16%	0%	14%	27%	-3%	3%	4%
O=C(CCN1CCN(c2ccccc2F)CC1)Nc1ccccc1Cl	-1%	-3%	-5%	6%	-20%	3%	26%	13%	6%
CCN(CC)CCCNC(=O)c1sc2nc3n(c(=O)c2c1C)CCCCC3	/	0%	-22%	/	-16%	-20%	1%	/	/
CC1CC(C)CN(C2CCCCC2NS(=O)(=O)c2ccc(Cl)cc2)C1 (stereo not given)	11%	13%	-24%	9%	-13%	-13%	6%	-10%	-4%
Cc1cccc(C(=O)NC2CC3CCC(C2)N3C)c1 (stereo not given)	-5%	3%	14%	-11%	-3%	3%	9%	2%	-2%
O=C(Nc1ccc2c(c1)OCO2)N1CCN(C(=O)C2CCCO2)CC1 (stereo not given)	-8%	17%	-4%	28%	1%	14%	20%	-2%	-3%
CN(C)S(=O)(=O)N1CCN(S(=O)(=O)N2CCOCC2)CC1	-19%	-1%	-6%	4%	6%	-24%	-1%	?	7%
COC(=O)c1cc(OC)c(OC)cc1NC(=S)Nc1cccc(Cl)c1	1%	6%	-14%	1%	-8%	-6%	-1%	-2%	-6%
COc1ccc(N2CC(O)=C(c3nc4ccccc4s3)C2=N)c(OC)c1	2%	48%[activator]	?	6%	0%	-19%	-17%	-2%	4%
O=C(/C=C/c1ccc(Cl)c(Cl)c1)NCc1ccco1	-7%	5%	20%	1%	5%	-2%	14%	12%	16%
O=C(c1ccccc1)N1N=C(C(F)(F)F)CC1(O)c1ccc(F)cc1 (stereo not given)	-38%[inhibitor]	?	?	1%	-24%	0%	8%	-8%	-19%
CCC(C)(C)c1nnc(NC(=O)C2CCN(C(=O)c3ccco3)CC2)s1	0%	1%	11%	9%	7%	13%	-6%	-2%	4%
Cn1c(C(=O)N2CCCC(C(=O)N3CCN(C(=O)c4ccco4)CC3)C2)cc2sccc21 (stereo not given)	-1%	10%	-18%	1%	0%	0%	2%	-10%	-3%
Cc1nn(C)cc1CNC(=O)/C=C/c1cnn(C)c1	-13%	55%[activator]	-2%	-3%	0%	27%	24%	11%	-2%
C[C@@H]1CN([C@H](C)CO)C(=O)c2c(c3ccccc3n2C)-c2ccccc2CO[C@H]1CN(C)C(=O)CCC(F)(F)F	/	-29%	5%	5%	-5%	-13%	-21%	3%	-2%
CCOC(=O)Cn1nnnc1C(C(C)C)N(Cc1cccs1)Cc1cc2cc(C)ccc2[nH]c1=O (stereo not given)	-15%	-5%	3%	7%	?	11µM*	-26%	-28%	-21%

Reprinted from the part before: 3 entries, followed by the next part.
SMILES	SW480 rereplic	GLP-1R inv ag	TDP43 rescue	GLP1R ag	KB-3-1 tox	KB-V1 cytotox	GLP1R cytotox	HT1080 IDH1KD tx	HT1080NT lethal
Cc1nn(C)cc1CNC(=O)/C=C/c1cnn(C)c1	-13%	55%[activator]	-2%	-3%	0%	27%	24%	11%	-2%
C[C@@H]1CN([C@H](C)CO)C(=O)c2c(c3ccccc3n2C)-c2ccccc2CO[C@H]1CN(C)C(=O)CCC(F)(F)F	/	-29%	5%	5%	-5%	-13%	-21%	3%	-2%
CCOC(=O)Cn1nnnc1C(C(C)C)N(Cc1cccs1)Cc1cc2cc(C)ccc2[nH]c1=O (stereo not given)	-15%	-5%	3%	7%	?	11µM*	-26%	-28%	-21%
CCOC(=O)C1CCN(Cc2nc(-c3ccc(OC)c(OC)c3)no2)CC1	-7%	38%[activator]	?	2%	2%	13%	-2%	7%	4%
COc1ccc(S(=O)(=O)N2CCCCC2)cc1NC(=O)CCc1nc2ccccc2c(=O)[nH]1	6%	4%	2%	5%	-5%	0%	-1%	-12%	-15%
O=C(NCCSCc1ccc(Cl)cc1)C1CCN(S(=O)(=O)Cc2ccccc2)CC1	/	-14%	7%	/	-8%	0%	0%	/	/
Cc1ccc(C2(C)NC(=O)N(CC(=O)Nc3cc(S(=O)(=O)N4CCOCC4)ccc3C)C2=O)cc1 (stereo not given)	-1%	11%	-2%	0%	-2%	0%	-1%	4%	8%
Cc1cc(C(=O)N/N=C/c2c(C)[nH]n(-c3ccccc3)c2=O)n[nH]1	-3%	4%	-29%	-5%	-2%	25%	-1%	-23%	-26%
CC(NC(=O)C1CCCCC1)C(c1cccs1)N1CCOCC1 (stereo not given)	3%	5%	19%	-6%	-13%	2%	-9%	5%	11%
CCc1nc(Nc2ccccc2OC)c2oc3ccccc3c2n1	?	?	13µM*	23%	-3%	-6%	5%	-21%	-19%
CCCCNC(=O)c1cn(CC(C)C)c(=O)c2c1c1ccccc1n2C	-2%	-7%	10%	1%	-1%	-7%	2%	8%	?
COc1ccc(CNC(=O)c2ccncc2)cc1	10%	0%	7%	5%	3%	8%	-3%	4%	15%
CCOc1ccc2ccccc2c1/C=N/NC(=O)CC1(C)OCCCO1	-8%	14%	-17%	0%	8%	-13%	-6%	-1%	0%
Cc1cc(C(=O)Cn2nc(C(=O)O)c3ccccc3c2=O)c(C)n1CCc1ccc(Cl)cc1	-2%	3%	0%	3%	-30%	?	-3%	-13%	-1%
COc1ccc(S(=O)(=O)N2CCCCC2)cc1NC(=O)c1ccc(N2CCCC2=O)cc1	?	18%	13%	-2%	5%	?	-10%	-5%	0%
CCN(CC)C(=O)c1sc2c(c1C)c(=O)n(CCc1ccccc1)c(=O)n2Cc1ccc(C)cc1	/	?	?	/	?	-6%	-13%	/	/
O=[N+]([O-])c1cnccc1Nc1ccc(F)cc1	-25%	47%[activator]	-7%	-1%	-7%	16%	4%	14%	2%
COc1ccc(C(=O)NCC(c2ccc(N(C)C)cc2)N2CCCC2)c(OC)c1 (stereo not given)	/	-4%	11%	/	3%	10%	1%	/	/
COc1ccc(NC(=O)/C(C#N)=C/c2c(C)nn(-c3ccc(F)cc3)c2Cl)cc1Cl	?	10%	-6%	12%	-21%	-4%	-3%[1.53 µM]	1%	-1%
COc1cc(NC(=O)c2cccc([N+](=O)[O-])c2C)ccc1NC(=O)c1ccco1	-172%[inhibitor]	-6%	-14%	-9%	-4%	?	?	-22%	-3%
Cc1cc(C)nc(NC(=O)CSc2nn(-c3ccccc3)c(=S)s2)n1	-2%	-8%	-18%[1.82 µM]	12%	0%	10%	1%	-1%	-1%
CN(C)C(CNC(=O)c1ccc(S(=O)(=O)Nc2cccc(C(F)(F)F)c2)cc1)c1ccco1 (stereo not given)	-5%	?	-29%	-11%	-1%	?	8%	-10%	-3%
O=C(CCCCC(=O)Nc1c(I)cc(I)c(C(=O)O)c1I)Nc1c(I)cc(I)c(C(=O)O)c1I	-12%	4%	26%	-1%&-3%	0%	12%	2%	14%	23%
Cc1noc(C)c1NC(=O)Nc1cccc2c1O[C@H](CN(C)S(=O)(=O)c1cccs1)[C@@H](C)CN([C@H](C)CO)C2=O	-4%	8%	20%	6%	0%	0%	5%	8%	10%
O=C(Nc1cccnc1Cl)c1cccs1	-15%	7%	3%	8%	?	?	4%	22%	20%
COc1ccc(-n2c(=O)c3ccccc3n(CC(=O)NC3CCCCC3)c2=O)c(OC)c1	-7%	9%	7%	-6%	-3%	3%	-12%	3%	11%
CCOC(=O)C1(Cc2ccccc2)CCN(Cc2cnc(N3CCOCC3)s2)CC1	-2%	-17%	-20%	4%	-13%	0%	-2%	10%	-1%
Cc1ccc(-n2nc(C(=O)O)cc2-c2ccc(Cl)cc2)cc1	-1%	6%	-7%	-1%	5%	-14%	10%	5%	-14%
O=C(C(=O)N1CCN(c2ccccc2)CC1)c1cccc(Br)c1	/	15%	?	/	7%	-14%	3%	16%	12%
Cc1ccccc1NC(=O)C(C)c1ccc(-c2ccccc2)c(F)c1 (stereo not given)	1%[9.22 µM]	?	6%	-1%	0%	0%	-10%	-3%	-2%

High-throughput results as filed in PubChem BioAssay.
